Screens: PubChem, National Center for Advancing Translational Sciences (NCATS)
GCN5L2 inh – qHTS Assay for Inhibitors of GCN5L2. Histone acetyltransferase KAT2A (Homo sapiens), Q92830. GCN5L2 HAT assay, ThioGlo1 CoA-SH fluorescence. Potency, µM (titrated, usually from 58.9 µM), inactives show at the highest dose activity change, negative = inhibition, hits mostly inhibitors. hit rate 0.21% among 390,000
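Preincubate 20nM GCN5L2 with compound 15 min, RT → add 50uM ThioGlo1 + 75uM H3(1-25) + 70uM acetyl-CoA → read fluorescence 0 and 20 min. Primary qHTS; fluorescent artifacts likely.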
TDP1 cell noCPT – qHTS for Inhibitors of human tyrosyl-DNA phosphodiesterase 1 (TDP1): qHTS in cells in absence of CPT; DT40 Tdp1-/- hTDP1 cells, no CPT, ATP luminescence, 48 h; Potency, µM (series often up to 46.2 µM), inactives show at the highest dose activity change, negative = growth inhibition, actives largely listed as inhibitors; hit rate 15% among 420,000; note: nearly all actives have a fitted effect of over 55% in size
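Growth of hTDP1-complemented DT40 Tdp1-knockout cells is measured by ATP luminescence after at least 48 hr compound exposure at 37 °C, with DMSO substituting for the 20 nM CPT used in the parallel screen.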
TDP1 inh – qHTS Assay for Inhibitors of Tyrosyl-DNA Phosphodiesterase (TDP1); recombinant TDP1, AlphaScreen DNA substrate cleavage; AID 485290, 2010; hit rate 0.28% among 350,000; Potency, µM (highest dose often 130 µM), inactives show at the top dose activity change, negative = inhibition, most hits filed as inhibitors; Tyrosyl-DNA phosphodiesterase 1 (Homo sapiens), Q9NUW8; note: nearly all actives have a fitted effect of over 40% in size
Target sequence (Q9NUW8 whole entry, looked up): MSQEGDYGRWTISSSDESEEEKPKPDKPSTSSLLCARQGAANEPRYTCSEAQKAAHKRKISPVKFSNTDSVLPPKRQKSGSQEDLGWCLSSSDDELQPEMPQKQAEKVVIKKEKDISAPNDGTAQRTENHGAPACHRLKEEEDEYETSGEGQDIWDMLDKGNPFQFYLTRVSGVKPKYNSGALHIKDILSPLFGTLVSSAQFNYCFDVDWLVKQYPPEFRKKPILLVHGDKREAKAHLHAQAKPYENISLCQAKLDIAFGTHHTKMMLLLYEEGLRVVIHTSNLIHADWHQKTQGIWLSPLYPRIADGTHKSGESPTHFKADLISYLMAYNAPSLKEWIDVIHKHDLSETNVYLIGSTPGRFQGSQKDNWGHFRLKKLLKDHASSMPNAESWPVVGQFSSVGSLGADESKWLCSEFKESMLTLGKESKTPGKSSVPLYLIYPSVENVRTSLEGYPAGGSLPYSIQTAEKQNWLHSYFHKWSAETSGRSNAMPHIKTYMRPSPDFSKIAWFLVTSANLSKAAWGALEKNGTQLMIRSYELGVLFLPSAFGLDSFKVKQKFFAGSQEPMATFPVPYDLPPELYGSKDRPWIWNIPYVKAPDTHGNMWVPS
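Recombinant human Tdp1 (E. coli-expressed, 1 nM final) preincubated with compounds 15 min at room temperature, then 5'-biotin/3'-phosphotyrosine-FITC DNA substrate (15 nM final) added for 5 min. AlphaScreen beads (10 ug/ml final) added 10 min; cleavage lowers signal.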
* = called active by the depositor; ? = inconclusive; · = not tested or not shown; & = joins results of further samples; ! = repeats disagree; [ ] = remark or other dose. Calls come from the whole dose curve; as a rule, active = well fitted curve in the direction sought with a large enough effect; inconclusive = small, poorly fitted or top-dose-only effect, or another doubt; inactive = no such curve, though single readings can be large; an effect the other way counts as inactive or inconclusive. % is set by controls: 0 for no effect and ±100 for the full control effect; potency is the fitted concentration of half-maximal effect.

SMILES	GCN5L2 inh	TDP1 cell noCPT	TDP1 inh
C[C@]12CCC3C(CCC4=C/C(=N/OCC(=O)NC(CCC(N)=O)C(=O)O)CC[C@@]43C)C1CCC2O (stereo not given in full)	-2%	0%	·
COP(=O)(OC)OC=C(Cl)Cl	-16%	12µM*	12%&7%
COC(=O)C1=C(c2cccc(OCc3ccccc3)c2)C[C@@H]2CC[C@H]1N2C(=O)NCc1cccc(F)c1	-18%	?	0%
N#CCCN(C(=O)COC(=O)c1ccc2c(c1)NC(=O)CS2)c1ccc2c(c1)OCCO2	-4%	?	8%
COc1ccc(C=O)cc1	-18%	-13%	1%&2%
O=P1(NC2CCCC2)COc2ccccc2OC1	2%	7%	-4%
CCOC(=O)C(NC(=O)C(Cc1ccc(N(CCCl)CCCl)cc1)NC(C)=O)C(C)C (stereo not given)	6%	6%	-1%
Nc1c([N+](=O)[O-])ccc(Oc2ccccc2)c1Cl	5%	·	21%
CC(C)COP(=O)(OCC(C)C)C(O)c1cccnc1 (stereo not given)	-1%	-10%	-2%
O=C1CC(=O)N(c2ccccc2F)C(=O)N1	-2%	-14%	·
C[C@H]1CC[C@@]2(C)[C@@H](CC[C@@H]3[C@@H]2CC[C@]2(C)[C@@H](O)CC[C@@H]32)C1	-21%	?	5%
COC(=O)C1=C(c2ccc(OC)c(OC)c2)C[C@@H]2CC[C@H]1N2C(=O)NC(C)C	1%	-20%	0%
O=c1[nH]c(=O)n(Cc2ccccc2Cl)c(O)c1C=Nc1ccc(F)cc1	-1%	-6%	1%
Cc1ncc([N+](=O)[O-])n1CCOC(N)=O	-12%	-5%	3%
Oc1ccccc1Cl	-3%	4%	0%&11%
CCCCn1c(O)c(C(C)=NCc2ccco2)c(=O)[nH]c1=O	-2%	-16%	·
OCCCBr	·	0%[92.5 µM]	3%
O=C(Nc1ccc(OC(F)(F)F)cc1)Oc1ccccc1N1CCCCC1	-6%	?	1%
O=C(CSC1c2ccccc2-c2ccccc21)N/N=C/c1ccc(C(=O)O)cc1	-6%	10%	5%
COc1cccc(NC(=O)N2CCC3(CC2)OCCO3)c1	-1%	9%	-1%
C=C(COC(C)=O)CC1CC(O)[C@]2(C)OC3CC4OC5C[C@]6(C)O[C@]7(C)CCC8OC9C[C@]%10(C)OC%11C(C)=CC(=O)OC%11CC%10OC9C[C@@H](C)C8OC7CC6O[C@]5(C)C/C=C\C4OC3CC2O1 (stereo not given in full)	23%	?	4%
O=C(COc1ccc(Cl)cc1)N1CCN(C/C=C/c2ccccc2)CC1	0%	?	0%
CCCCC1(C2CCCC2)Cc2cc(OCCCC(=O)O)c(Cl)c(Cl)c2C1=O (stereo not given)	?	·	8%&8%
Cc1cc(N2CCCCC2)ccc1C=C1C(=O)N(C)C(=S)N(C)C1=O	-21%	?	6%
O=c1cccc2n1CC1CC2CN(Cc2ccc3c(c2)OCO3)C1 (stereo not given)	0%	-22%	-5%
CC(=O)N1CCC2(CC1)CC(=O)c1cc(OCC(=O)N3CCN(C)CC3)ccc1O2	-21%	-4%	3%
O=C(O)/C=C/CO	0%&-2%	-4%&5%	7%&7%
N=C1c2ccccc2CN1c1ccc(F)c([N+](=O)[O-])c1	-4%	?	-5%
O=C(c1ccc(Cl)cc1)C12CN3CN(CN(C3)C1)C2	-3%	-22%	1%
CC(C)CCn1c(N2CCN(c3cccc(Cl)c3)CC2)nc2c1c(=O)[nH]c(=O)n2C	1%	?	-5%
CN1CCN(CC(=O)Nc2ccc(Cl)cc2C(=O)c2ccccc2)CC1	-4%	?	5%
COc1ccc(CC(=O)N2CCN(C)CC2)cc1	-9%	10%	-3%
Cc1c(C=O)c2ccccc2n1Cc1ccc([N+](=O)[O-])cc1	-3%	-30%	0%
COc1ccc(Cn2c(O)c(C=NCCCn3ccnc3)c(=O)[nH]c2=O)cc1	-7%	-15%	6%
CCC(=Nc1ccccc1N)c1c(O)[nH]c(=O)[nH]c1=O	4%	8%	·
CC(C)c1cccc(C(C)C)c1OCCn1ccnc1	-2%	?	7%
Cc1ccc(-n2nc3ccc(NC(=O)COc4ccccc4C)cc3n2)cc1	3%	?	-2%[12.3 µM]
O=C(O)CC1OCC=C2CN3CCC45c6ccccc6NC4C1C2CC35 (stereo not given)	2%	2%	·
Cc1cccc(CS(=O)(=O)Cc2ccc(C(=O)N3CCC4(CC3)OCCO4)o2)c1	-1%	-13%	-8%
COc1ccc(-n2c(=O)[nH]c3ccccc3c2=O)cc1	-2%	-10%	6%
Cc1ccc2c(c1)C1CN(C)CCC1N2C(=O)COc1ccc(N(C)C(=O)C(C)(C)C)cc1 (stereo not given)	-1%	18µM*	2%
CCOc1ccc(-n2c(O)c(C=NCCN(CC)CC)c(=O)[nH]c2=O)cc1	0%	12%	-1%
COc1ccc(-c2c(C)nn3c(-c4ccccc4)cc(C)nc23)cc1OC	-9%	?	6%
c1ccc(-c2ccncc2)cc1	-1%	-1%	1%
CNC(C(=O)c1ccccc1)C(OC(C)C)c1ccc(Cl)cc1 (stereo not given)	45%[activator]	?	3%
COc1ccc(NC(=O)CSc2nc(-c3ccco3)cc(C(F)(F)F)n2)cc1OC	-2%	0.92µM*	-2%
CC1=CC(=O)C2=C(C)C[C@H](O)[C@H]3[C@H](C)C(=O)O[C@@H]3C12 (stereo not given in full)	·	-4%	7%
CC12CC[C@H]3[C@@H](CCC4(O)C[C@H](O)CCC34/C=N/NC(=O)Cc3ccccc3)C1(O)CCC2C1=CC(=O)OC1 (stereo not given in full)	-7%	8%	5%
CC(CNC(=O)CCS(=O)(=O)c1ccc2c(c1)oc(=O)n2C)c1ccccc1 (stereo not given)	-1%&-7%	33%&-23%[activator]	3%&-1%
O=C(C(Cc1ccccc1)NS(=O)(=O)c1cccc2nsnc12)N1CCC2(CC1)OCCO2 (stereo not given)	-1%	?	8%
Further compounds:
SMILES	GCN5L2 inh	TDP1 cell noCPT	TDP1 inh
CCCNC(=O)N1[C@H]2CC[C@@H]1C(C(=O)OC)=C(c1cccc(Cl)c1)C2	-5%	?	1%
Cc1nc2ccccc2c(=O)n1-c1ccccn1	-12%	-16%	1%
CCN(CC)C(=O)c1ccc(NC(=O)COC(=O)c2ccc(Cl)s2)cc1	-5%	-1%	1%
CCOc1ccc(Cn2c(=O)oc3ccc(C)cc32)cc1OC	-3%	?	0%
Cc1ccc2c(C)cccc2c1	·	-4%	10%
Cc1nn(Cc2ccccc2)c(Cl)c1C(=O)Nc1ccc(OC(F)(F)F)cc1	4%	?	5%
NC(Cc1ccccc1)c1nc(-c2ccccc2)no1 (stereo not given)	4%	3%	-2%
O=C1NC(=O)C2=Cc3ccc(O)cc3OC2(O)N1 (stereo not given)	-5%	·	-5%
CCCCCn1c(=O)c(C(=O)Nc2cnccn2)c(O)c2ccccc21	3%	2.9µM*	-3%
O=C(NC(=C(Cl)Cl)P(=O)(c1ccccc1)c1ccccc1)c1ccccc1	4%	-30%	3%
c1ccc2sc(NC3=NCCN3)nc2c1	1%	1%	1%
COc1cc([C@@H]2c3cc4c(cc3[C@H](OC(C)=O)[C@H]3COC(=O)[C@H]23)OCO4)cc(OC)c1OC	·	?	1%
COc1ccc2c(c1)c(C(=O)O)c(C)n2CC(C)C	-3%	-9%	4%
COC(=O)[C@@H](Cc1ccccc1)N(Cc1ccccc1)S(=O)(=O)N(Cc1ccccc1)[C@H](Cc1ccccc1)C(=O)OC	-9%	10µM*!	3%
OC(Cc1ccccc1)(c1ccccc1)C1CN2CCC1CC2 (stereo not given)	-6%	16µM*	4%
CCOc1cc(C2NCc3ccccc3-n3cccc32)ccc1OC (stereo not given)	-11%	-27%	·
O=c1[nH]c(=S)n(-c2cccc(Cl)c2)c(O)c1/C=N/N1CCOCC1	29%	1%	·
Cc1ccc(-n2c(/C=C/c3ccccc3)nc3ccccc3c2=O)cc1C	14%	23µM*	10%
CC(C)=CCc1c(O)cc2c(c1O)C(=O)CC(c1ccc(O)cc1)O2 (stereo not given)	?	23µM*	·
Cc1ccc(-n2c(CNCc3ccc(F)cc3)nc3ccccc3c2=O)cc1	12%	-22%	·
O=C(CCc1nc(-c2ccccc2F)no1)N1CCC2(CC1)OCCO2	-3%	?	6%
O=c1c2ccccc2nc(-c2ccccc2F)n1-c1ccccc1	-9%	7.3µM*	2%
O=C1NC(=S)NC(=O)C1C(=O)Nc1ccccc1	0%	·	13%
Cc1c(CC(=O)N2C[C@H]3C[C@@H](C2)c2cccc(=O)n2C3)c(=O)oc2cc(O)c(Cl)cc12	20µM*	7%	·
CCC(C)NC(=O)CCC(=O)OC1O[C@H]2OC3(C)CC[C@H]4[C@H](C)CCC(C1C)C24OO3 (stereo not given in full)	-4%	0.18µM*	·
CC(C)NC(C)C(=O)c1ccc2ccccc2c1 (stereo not given)	-11%	-5%	2%
c1ccc(N2CCC3(CCNCC3)CC2)cc1	-1%	18µM*	·

Of the compounds above, these have an aryl methoxy group.
SMILES	GCN5L2 inh	TDP1 cell noCPT	TDP1 inh
COc1ccc(C=O)cc1	-18%	-13%	1%&2%
COC(=O)C1=C(c2ccc(OC)c(OC)c2)C[C@@H]2CC[C@H]1N2C(=O)NC(C)C	1%	-20%	0%
COc1cccc(NC(=O)N2CCC3(CC2)OCCO3)c1	-1%	9%	-1%
COc1ccc(CC(=O)N2CCN(C)CC2)cc1	-9%	10%	-3%
COc1ccc(Cn2c(O)c(C=NCCCn3ccnc3)c(=O)[nH]c2=O)cc1	-7%	-15%	6%
COc1ccc(-n2c(=O)[nH]c3ccccc3c2=O)cc1	-2%	-10%	6%
COc1ccc(-c2c(C)nn3c(-c4ccccc4)cc(C)nc23)cc1OC	-9%	?	6%
COc1ccc(NC(=O)CSc2nc(-c3ccco3)cc(C(F)(F)F)n2)cc1OC	-2%	0.92µM*	-2%
CCOc1ccc(Cn2c(=O)oc3ccc(C)cc32)cc1OC	-3%	?	0%
COc1cc([C@@H]2c3cc4c(cc3[C@H](OC(C)=O)[C@H]3COC(=O)[C@H]23)OCO4)cc(OC)c1OC	·	?	1%
COc1ccc2c(c1)c(C(=O)O)c(C)n2CC(C)C	-3%	-9%	4%
CCOc1cc(C2NCc3ccccc3-n3cccc32)ccc1OC (stereo not given)	-11%	-27%	·

These rows are one share of the data (hit frequency here may not be typical).
